High-throughput results (PubChem BioAssay)
Peg3 promoter – reduces Peg3 promoter-driven luciferase expression in HeLa | HeLa PEG-Prom luciferase reporter, luminescence, overnight | inhibition, % at 20 µM | 360,000 compounds, 1.7% hits | AID 588405;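 active = inhibition of at least 50% at 20 µM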
PDI turbidity – PDI (human) enzyme inhibition; inhibition, % at 10 µM; PDI insulin aggregation turbidity, A650, 90 min; P07237; 350,000 compounds, 0.052% hits;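 active = mean inhibition across replicates of 30% or more, whatever share of single replicates reach that level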;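 also: absorbance from insulin aggregation driven by PDI reduction with DTT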
Target sequence (P07237 whole entry, looked up): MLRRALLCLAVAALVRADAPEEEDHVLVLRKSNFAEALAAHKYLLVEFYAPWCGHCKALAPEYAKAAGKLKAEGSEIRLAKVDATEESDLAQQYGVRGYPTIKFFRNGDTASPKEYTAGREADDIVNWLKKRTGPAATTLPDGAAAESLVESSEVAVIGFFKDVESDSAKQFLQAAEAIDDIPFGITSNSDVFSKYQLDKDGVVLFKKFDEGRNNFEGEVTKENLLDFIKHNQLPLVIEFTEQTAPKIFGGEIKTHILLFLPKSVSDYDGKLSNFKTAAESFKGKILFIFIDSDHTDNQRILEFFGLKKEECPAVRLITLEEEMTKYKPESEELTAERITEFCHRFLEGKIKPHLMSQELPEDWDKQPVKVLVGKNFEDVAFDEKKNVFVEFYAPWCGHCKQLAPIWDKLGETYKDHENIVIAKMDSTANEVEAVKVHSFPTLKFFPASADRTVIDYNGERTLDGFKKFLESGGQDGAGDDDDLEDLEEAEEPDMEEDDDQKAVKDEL
HIF-2a block – inhibitors of HIF-2a | 786-0 RCC cells HIF-2a reporter, luciferase luminescence, overnight | inhibition, % at 18.8 µM | 360,000 compounds, 0.72% hits;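 active = inhibition of the luminescence signal of 40% or more relative to plate controls, in a single-dose primary screen at 18.75 µM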
CF NFkB block – blocks PAF-induced NF-kB reporter in cystic fibrosis cells; KKLEB NF-kB-GFP reporter, GFP fluorescence overnight; inhibition, % at 5 µM; 360,000 compounds, 0.86% hits;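 active = at least 50% inhibition at 5 µM, scaled per plate between neutral and stimulator controls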;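 also: PAF is a Pseudomonas aeruginosa culture filtrate used as stimulus; plate controls were PAF-stimulated DMSO wells for no effect and unstimulated DMSO wells for full effect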
KKLEB cytotox – CF airway cell cytotoxicity counter-screen. KKLEB CF airway cells viability, ATPlite luminescence, overnight; stronger effect = lower value; cells stimulated with P. aeruginosa culture filtrate. activity change (cytotoxicity), % at 5 µM. 360,000 compounds, 0.36% hits. AID 602141;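 active = corrected activity change at or below -50% at 5 µM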
TRPM1 prom inh – reduces MITF-dependent TRPM1 promoter luciferase signal; SK-MEL-5 TRPM1 promoter luciferase, 24 h; inhibition, % at 12.5 µM; 330,000 compounds, 0.83% hits; AID 488899;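 active = mean inhibition across replicates of 60% or more, whatever share of single replicates reaches that level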; also: values of inactives mirror those of a sister screen read the other way
NR2E3 ag-1 – NR2E3 (human) agonism; GST-NR2E3/biotin-RetCOR TR-FRET, 1536-well; inhibition of corepressor binding, % at 4.78 µM; 320,000 compounds, 0.12% hits; AID 2300;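 active = percent inhibition above the cutoff of mean plus 3 SD of all tested compounds, set per screening campaign, cut at about 20% in these data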;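 also: 0% = DMSO wells and 100% = biotin wells as full block of FRET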
Target sequence (Q9Y5X4 whole entry, looked up): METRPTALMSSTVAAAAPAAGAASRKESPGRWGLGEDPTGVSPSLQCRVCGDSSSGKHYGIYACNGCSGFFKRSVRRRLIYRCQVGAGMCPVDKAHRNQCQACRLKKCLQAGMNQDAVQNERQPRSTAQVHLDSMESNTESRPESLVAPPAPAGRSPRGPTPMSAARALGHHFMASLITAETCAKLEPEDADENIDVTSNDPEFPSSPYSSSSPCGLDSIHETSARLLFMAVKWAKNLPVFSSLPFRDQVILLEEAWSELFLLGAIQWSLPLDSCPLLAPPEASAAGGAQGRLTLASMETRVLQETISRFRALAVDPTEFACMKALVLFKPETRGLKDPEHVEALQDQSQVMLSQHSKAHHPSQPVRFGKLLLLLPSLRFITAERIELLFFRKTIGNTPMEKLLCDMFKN
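Material: NR2E3–RetCOR corepressor complex / Amount: 1.35 nM GST-NR2E3 / Medium: Tris pH 7.5 / Compound: single nominal compound dose of 4.8 µM / Incubation: 5 h at 4 °C / Technique: TR-FRET, Eu(K)-anti-GST donor, streptavidin-D2 acceptor, ex 340, em 617/671 nm / Read-out basis: percent loss of FRET ratio relative to control wells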
Vif inh – HIV Vif inhibition; HEK293T cells, Vif self-association by quenched fluorescence, imaging, 24 h; inhibition, % at 7.49 µM; 340,000 compounds, 0.35% hits; in the data active = inhibition above about 50%, passing the limit was not always enough; also: some results filed as inactive read as strong as hits
CaV13 ICDI inh – Primary screen for inhibitors of IQ motif and Ca2+-dependent inactivation inhibitor domain binding in CACNA1D, Förster resonance energy transfer in living cells, …; HEK cells, CFP/YFP FRET ICDI-IQ, plate reader, 10 min; percent FRET-ratio fall versus neutral wells; AID 743397; 340,000 compounds, 0.098% hits; inhibition, % at 12.3 µM;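 active = mean replicate inhibition of at least 30% and at least 1% of replicates passing that level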;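 also: 0% = median of the neutral control wells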
NR2E3 ag-2 – agonists of human NR2E3 nuclear receptor; Q9Y5X4; AID 602229; CHO-S Gal4-NCOR/VP16-NR2E3 two-hybrid, luciferase; inhibition of corepressor binding, % at 3.98 µM; 360,000 compounds, 0.35% hits;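 active = inhibition above the mean of all tested compounds plus 3 SD, cut at about 70% in these data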;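 also: 0% = DMSO with NR2E3 transfected cells and 100% = cells lacking NR2E3 construct; higher means lower luciferase signal from less NR2E3 corepressor binding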
Shn3 3UTR inh – inhibitors of Schnurri-3 3'UTR reporter in osteoblasts; Clone20 osteoblast Shn3 3'UTR firefly luciferase, 24 h; inhibition, % at 12.5 µM; 360,000 compounds, 0.52% hits; AID 588674;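 active = mean inhibition of at least 75% with every replicate also reaching 75%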;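 also: 0% = median of neutral control wells and 100% = pilot-screen positive control compound; some compounds past the cut are filed as inactive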
The depositor's hits bear a star; / = no result given. Hits appear at their usual frequency. Share with any hit: about 3.3%.

compound	Peg3 promoter	PDI turbidity	HIF-2a block	CF NFkB block	KKLEB cytotox	TRPM1 prom inh	NR2E3 ag-1	Vif inh	CaV13 ICDI inh	NR2E3 ag-2	Shn3 3UTR inh
COc1cccc(NC(=O)CSc2nnc(Cc3ccc(C)cc3)c(=O)n2N)c1	-14	5	-2	-10	26	2	-1	-17	-3	18	-43
O=C1c2ccccc2C(c2nc3ccccc3[nH]2)N1Cc1ccco1 (configuration not stated)	18	/	3	-2	-12	/	/	/	-6	2	3
O=C(Nc1ccn(Cc2ccccc2)n1)c1cccc(Cn2cc([N+](=O)[O-])cn2)c1	-26	-6	-36	-1	8	-7	1	1	-2	-19	-4
O=C(c1ccccc1F)N1CCN(c2ccc([N+](=O)[O-])cc2-n2cccc2)CC1	24	-4	24	-1	-5	9	-3	-3	-4	-4	3
Cc1ccc(N/C(=C\C(=O)c2ccccc2)C(=O)O)cc1	-38	-1	-93	-5	1	-10	-1	-2	9	-31	-22
COc1ccc2c(c1)cc(C(O)c1ccccn1)n2S(=O)(=O)c1ccccc1 (configuration not stated)	-13	-1	-109	9	0	-16	-1	-3	-6	-36	-7
Cc1cc([N+](=O)[O-])c(NCCCCCCO)c([N+](=O)[O-])c1	7	-12	3	14	-3	9	4	2	-4	-8	-5
O=C1CN(C(=O)c2cc(F)cc(F)c2)c2ccccc2N1	24	-3	12	-10	-5	3	1	-2	-2	-17	-1
Cc1cc(C(=O)Nc2ccccc2)oc(=O)c1	-99	1	-165	-10	2	-36	-1	3	-5	-19	-45
Cc1ccnc(NS(=O)(=O)c2ccc(NC(=O)/C=C/c3cccs3)cc2)n1	-3	8	13	-14	-3	1	3	/	4	22	25
O=C(C1CCN(S(=O)(=O)c2cccs2)CC1)N1CCCC(C(F)(F)F)C1 (configuration not stated)	-2	11	-6	-27	19	-4	-1	1	-5	-34	0
Clc1ccccc1-c1nnc2sc(C3COc4ccccc4O3)nn12 (configuration not stated)	-21	0	-101	8	-3	-5	1	1	-4	7	-5
CCc1cccc(C)c1NC(=O)CSc1nnc(-c2cc3cc(Br)ccc3o2)n1CC	29	1	27	1	2	-4	4	-1	-3	11	44
CCN(c1ccccc1)S(=O)(=O)c1cc(OC)ccc1OC	3	-4	9	4	4	-7	1	12	-4	5	-1
Cc1ccccc1CC1SC(N=C(N)N)=NC1=O (configuration not stated)	-4	-2	-12	3	-2	-7	-1	0	17	4	8
C/C(CC(=O)Nc1ccc2c(c1)OCO2)=N\NC(=O)c1ccccc1N	-1	0	-36	-6	5	-11	-1	2	-6	-56	-38
CCN1CCN(C(=O)CS(=O)Cc2nc(-c3cccc(C)c3)oc2C)CC1 (configuration not stated)	-1	0	10	15	5	-3	-1	6	-3	-18	-14
CN(CCOc1ccccc1)C(=O)c1cc(S(=O)(=O)N2CCOCC2)c(Cl)cc1Cl	26	4	14	-21	4	/	/	/	-6	18	-18
COc1cccc(CC(NC(C)=O)C(=O)NC2CCN(C(=O)C3CCCCC3)CC2)c1OC (configuration not stated)	9	-1	4	-12	-1	5	/	17	-7	-33	-2
CCOC(=O)C1=C(C)N(C)C(=O)NC1c1ccccc1OC (configuration not stated)	16	-1	14	-12	8	3	3	4	/	-13	0
C(=C\c1ccccc1)/CSc1nnc(-c2ccncc2)n1Cc1ccco1	19	6	24	12	-2	0	7	-7	/	-9	11
COC(=O)CSc1nc(NC(C)=O)nc(C)c1Br	13	5	7	20	-2	3	4	13	/	-28	-12
Cc1cc(C2=NNC(=Nc3ccc(S(=O)(=O)N4CCOCC4)cc3)SC2)c(C)n1C	-8	-1	15	-4	2	7	-1	-3	-6	7	-10
COc1cccc(CNC(=O)COC(=O)c2nn(C)c(=O)c3ccccc23)c1	-5	3	5	10	-13	-4	/	-3	-5	11	15
Cc1ccc(S(=O)(=O)CC(=O)N(CCCN2CCOCC2)c2nc3c(F)cccc3s2)cc1	-108	4	-112	-15	-10	-38	1	-7	-7	-16	-50
O=C(OCC(=O)N1CCC(Cc2ccccc2)CC1)c1cccnc1Cl	-59	2	-1	16	1	-27	/	-9	-5	3	31
COc1cccc(C(=O)Nc2cc(C)nn2-c2ccccc2)c1OC	0	-14	1	14	-3	0	0	3	-4	-19	17
Cc1noc(C)c1S(=O)(=O)N1CCN(Cc2ccc3c(c2)OCO3)CC1	6	/	8	16	-10	2	-2	-4	-11	-25	0
S=C(NC1CCCCC1)NN1CCCCCC1	2	-5	1	-5	-2	8	/	12	-18	10	-10
Cc1cccc2cc(CN(CC3CCCO3)C(c3nnnn3Cc3ccco3)C(C)C)c(=O)[nH]c12 (configuration not stated)	8	0	4	5	3	7	2	-7	-1	-32	2
O=c1oc(CCCO)cc2ccc(Br)cc12	1	4	-16	-11	11	-7	/	-18	-6	-18	-12
O=C(Nc1ccc(F)c([N+](=O)[O-])c1)c1cccs1	-30	0	-29	-22	-2	18	3	10	5	-19	51
COc1ccc(C(=O)NCC2(c3ccc(OC)c(OC)c3)CCCC2)cc1OC	8	-4	13	28	-20	/	/	-5	-19	-22	-4
Cc1cc(C)c(S(=O)(=O)NNC(=O)C2CCN(Cc3ccccc3)CC2)c(C)c1	-5	3	8	-9	10	-2	0	-7	-4	-24	3
CSc1ccc(-c2sc(Nc3ccccc3)n[n+]2-c2ccccc2)cc1	-70	-3	-207	-80	-9	4	0	/	/	-42	39
O=C1N(C2CCCC2)C[C@@H]2C[C@@H](c3cn[nH]c3-c3ccc(Cl)cc3)N3CCC[C@@]123	27	4	20	2	10	3	0	1	-6	-11	11
COc1ccc(CC(=O)NC(C)(C)CC(C)=O)cc1OC	-1	-5	12	6	0	4	-2	2	/	-15	-13
O=S(=O)(c1ccc(Oc2ccc(S(=O)(=O)N(CCO)CCO)cc2)cc1)N(CCO)CCO	4	0	16	5	11	-7	3	/	-6	-13	5
CCN(Cc1ccncc1)C(=O)c1cc(Br)cc(Br)c1O	7	5	15	-29	-22	3	3	9	-4	-8	-7
COc1ccc(CC2(CO)CCN(Cc3cnc(-c4ccccc4C)nc3)CC2)cc1	-15	3	-28	11	2	-3	1	-1	-3	-8	/
CCN(CC)S(=O)(=O)c1ccc(OC(C)C)nc1	3	2	2	1	10	8	3	-8	-4	-15	0
Cc1ccc(S(=O)(=O)Cc2ccc(C(=O)NCCCN3CCN(C)CC3)o2)cc1	-157	8	27	0	2	9	3	0	-5	11	32
O=C(CCNC(=O)c1ccc([N+](=O)[O-])cc1)NCc1ccco1	12	-5	5	8	5	5	0	-2	-6	27	-9
O=C(CSc1cn[nH]n1)Nc1nc2ccccc2s1	-89	2	-125	-8	16	-16	4	-6	-4	-62	-52
CCCCc1ccc(NC(=S)NCCCN2CCOCC2)cc1	20	-18	8	-6	20	-14	-1	27	5	-10	-1
CCCC(=O)Nc1ccc(N2CCN(C(=O)CCC)CC2)cc1	5	-3	6	-14	2	6	0	12	-5	-14	-4
CN1CCSc2ccc(C(=O)Nc3cccc(F)c3)cc21	-241	7	-305	-1	-3	-62	4	8	-5	-109	-25
Cc1nc(N2CCN(C(=O)c3ccc(Cl)cc3)CC2)c(C#N)c2c1COC(C)(C)C2	18	-11	7	16	2	-3	-2	-6	-1	26	12
CCOC(=O)c1nc(C)c(C(C)=O)s1	1	-1	8	3	4	/	-1	-2	-5	-12	3
COc1cc(C(=O)NC(CCSC)C(=O)OCC(=O)C(C)(C)C)cc(OC)c1OC (configuration not stated)	4	-3	-5	-5	-4	2	3	-5	-6	1	6

Single records (already shown). Screens in order: Peg3 promoter, PDI turbidity, HIF-2a block, CF NFkB block, KKLEB cytotox, TRPM1 prom inh, NR2E3 ag-1, Vif inh, CaV13 ICDI inh, NR2E3 ag-2, Shn3 3UTR inh
`COc1ccc(CC(=O)NC(C)(C)CC(C)=O)cc1OC` is entered as -1, -5, 12, 6, 0, 4, -2, 2, /, -15, -13
`Cc1noc(C)c1S(=O)(=O)N1CCN(Cc2ccc3c(c2)OCO3)CC1` is entered as 6, /, 8, 16, -10, 2, -2, -4, -11, -25, 0

Going on with the list.
compound	Peg3 promoter	PDI turbidity	HIF-2a block	CF NFkB block	KKLEB cytotox	TRPM1 prom inh	NR2E3 ag-1	Vif inh	CaV13 ICDI inh	NR2E3 ag-2	Shn3 3UTR inh
O=c1[nH]c(CN2CCN(c3ccccc3)CC2)nc2scc(-c3ccccc3)c12	47	6	-1	4	-20	-17	-2	-2	-16	-45	-22
CC(C(=O)Nc1ccc(S(=O)(=O)Nc2ncccn2)cc1)N1C(=O)c2ccccc2S1(=O)=O (configuration not stated)	8	-3	11	-9	28	-10	-1	4	-1	-16	-51
Cc1ccc(C(=O)c2nc3c(n2O)CCCC3)cc1	-46	2	-52	10	7	-14	-1	/	0	-13	-18
O=S(=O)(c1ccccc1)c1nc(-c2ccco2)oc1N1CCOCC1	0	-2	5	6	-4	10	-2	-1	-7	-28	-15
COc1ccc(NC(=O)CSc2nnc(C3CCCCC3)n2-c2ccccc2)cc1	24	1	14	-14	-5	0	7	-6	-6	-22	-6
C/C(=N\NC(=O)c1nnn(-c2nonc2N)c1COc1ccc(F)cc1)c1ccc(Cl)cc1	-7	-2	11	-3	-18	-1	2	11	-4	-10	3
Cc1c(C)c2c(OCC(=O)NCCCO)cc3c(c2oc1=O)CCC(C)(C)O3	19	-9	2	22	-11	-3	4	7	-19	-46	14
O=C(Nc1ccc(C(=O)N2CCOCC2)cc1)c1ccccc1Cl	4	-5	-19	8	-1	/	/	-4	-5	-13	-36
COC(=O)c1ccccc1NC(=S)NC(C)=O	4	-2	4	11	4	16	0	12	-4	3	-7
Fc1cccc(NCc2cn3ccccc3n2)c1	-352	-1	-231	-3	-3	-58	4	19	-6	-120	-100
COc1cc(/C=C(\C#N)C(=O)Nc2ccccn2)ccc1O	-53	4	-87	7	-10	-40	-6	1	-3	-14	-40
O=C(O)c1ccc(-c2nc(-c3ccccc3)c(-c3ccccc3)[nH]2)cc1	-4	-7	22	30	-7	-2	2	/	-3	33	4
C[C@H](CO)N1C[C@H](C)[C@@H](CN(C)C(=O)Nc2ccc3c(c2)OCO3)Oc2ccc(NC(=O)Cn3cnnn3)cc2C1=O	-13	-2	-3	-19	20	-3	/	-5	-6	-16	2
Cc1ccccc1NC(=O)C1CCCN(c2ncnc3onc(-c4ccc(F)cc4)c23)C1 (configuration not stated)	14	6	12	22	-4	-3	4	-2	-7	0	-1
Cc1cccc(/C=C2\Sc3ccc(C(=O)NCC4CCCO4)cc3N(C)C2=O)c1 (configuration not stated)	24	3	1	-2	-7	3	3	0	-3	9	2
CCc1ccc(OCC(=O)Nc2ccncc2)cc1	-29	20	-52	-16	6	-1	1	15	-3	-1	29
